# From PubChem BioAssay
# HGIII-sPLA2 inh: Blocks human group III sPLA2 activity | QFRET BODIPY PC-A2 liposome hydrolysis, fluorescence | inhibition, % at 12.2 µM | 370,000 tested, 0.56% active | AID 743126;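 active means inhibition above mean plus 3 SD of compounds lying within the high and low control bounds, cut at about 19% in these data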;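 further: 0% = median of test compound wells and 100% = no enzyme DMSO wells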
# Target sequence (Q9NZ20 whole entry, looked up): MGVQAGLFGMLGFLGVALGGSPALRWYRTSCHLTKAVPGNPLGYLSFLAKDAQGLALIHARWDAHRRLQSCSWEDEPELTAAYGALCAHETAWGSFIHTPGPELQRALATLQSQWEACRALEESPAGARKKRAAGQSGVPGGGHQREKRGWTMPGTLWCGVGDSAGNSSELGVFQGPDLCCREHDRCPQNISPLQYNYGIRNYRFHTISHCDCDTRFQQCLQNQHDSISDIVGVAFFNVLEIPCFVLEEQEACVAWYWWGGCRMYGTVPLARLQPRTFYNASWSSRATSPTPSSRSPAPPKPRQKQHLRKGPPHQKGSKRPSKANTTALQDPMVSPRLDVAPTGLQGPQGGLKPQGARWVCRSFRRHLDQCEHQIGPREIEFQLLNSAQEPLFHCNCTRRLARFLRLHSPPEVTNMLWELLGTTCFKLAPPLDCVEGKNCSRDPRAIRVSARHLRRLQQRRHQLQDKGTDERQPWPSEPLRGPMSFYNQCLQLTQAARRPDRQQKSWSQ
# DAX1 inh-1: DAX1 (NR0B1) inhibition, primary screen. HEK293T StAR-luciferase reporter, SF-1/DAX-1 repression relief. inhibition, % at 6.8 µM. 370,000 tested, 1.1% active. AID 652010;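 active means inhibition above the mean over all tested compounds plus 3 SD, cut at about 3.6% in these data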;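 further: 0% = DAX-1 cells with DMSO and 100% = cells lacking DAX-1 with DMSO; higher inhibition means more luminescence from relief of DAX-1 repression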
# NPR2 activator: GC-B (human) receptor activation; P20594; HEK293-GC-B cells, CNP EC30, cGMP TR-FRET; 0% at EC30 CNP, 100% saturating CNP; activation, % at 10 µM; 370,000 tested, 0.11% active; AID 1920062;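 active means activation at 10 µM reaching about 35% in either raw or pattern-adjusted values, limit read from the data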
# GAA850 FXN act: increases GAA850 frataxin promoter reporter activity. HEK293 lucGAA850 FXN promoter luciferase reporter, 24 h; percent of 10 µM SAHA response. activation, % at 6 µM. 360,000 tested, 0.56% active. AID 540364;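 active means activation above the average of all compounds screened plus 3 SD, cutoff fixed separately per campaign, cut at about 7.5% in these data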;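 further: 0% = DMSO wells and 100% = 10 µM SAHA wells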
# hcDAF12 agonist: H. contortus DAF-12 activation, primary screen | HEK293 hcDAF-12 lit1-tk-luc reporter, luminescence; 0% DMSO, 100% Δ7-dafachronic acid | activation, % at 6.8 µM | 370,000 tested, 1.4% active;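 active means activation above the mean of all tested compounds plus 3 SD, cut at about 5.5% in these data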;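 further: 100% = response to 3 µM Δ7-dafachronic acid high control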
# ssDAF12 agonist: S. stercoralis DAF-12 activation, primary screen; activation, % at 6.8 µM; HEK293 ssDAF-12/GRIP1 lit1-tk-luc reporter, luminescence; % of 3 µM dafachronic acid response; 370,000 tested, 1% active;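 active means activation above the mean over all tested compounds plus 3 SD, cut at about 0.9% in these data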;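 further: 0% = DMSO-only wells and 100% = 3 µM delta7-dafachronic acid wells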
# proKLK7 act: proKLK7 (human) activation, primary screen; P49862; purified proKLK7, EDANS-DABCYL substrate fluorescence; 100% is mature enzyme control, 0% vehicle; activation, % at 7 µM; 370,000 tested, 0.9% active; AID 652039;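 active means activation above the mean of all tested compounds plus 3 SD, computed per campaign excluding outliers beyond control limits, cut at about 13% in these data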
# Target sequence (P49862 whole entry, looked up): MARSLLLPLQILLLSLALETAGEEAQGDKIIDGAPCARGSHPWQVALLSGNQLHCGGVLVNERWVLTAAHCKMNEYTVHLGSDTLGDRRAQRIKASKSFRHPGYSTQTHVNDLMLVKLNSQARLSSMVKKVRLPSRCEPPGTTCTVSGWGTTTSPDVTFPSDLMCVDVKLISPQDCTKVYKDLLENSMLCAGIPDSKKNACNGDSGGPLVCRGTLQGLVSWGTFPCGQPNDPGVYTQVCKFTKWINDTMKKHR
# hgDAF-12 ag: agonists of H. glycines DAF-12 nuclear receptor; HEK293 GAL4-hgDAF12 UAS-luciferase reporter, agonist luminescence; normalized to butyrate control; activation, % at 6.8 µM; 370,000 tested, 1.8% active;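 active means activation above a cutoff set at the mean of all screened compounds plus 3 SD, cut at about 10% in these data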;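 further: 0% = DMSO wells and 100% = sodium butyrate wells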
# SMARCA2 act: increases SMARCA2 function in MMTV reporter cells. AID 652017. activation, % at 9.1 µM. MG213 cells, MMTV-luciferase reporter, dexamethasone, overnight. 370,000 tested, 1% active; in the data active means activation above about 7.8%;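 further: 0% = vehicle wells and 100% = reference activator wells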
# DAX1 inh-2: NR0B1 (DAX1) inhibition; 340,000 tested, 0.99% active; P51843; inhibition, % at 6.75 µM; HEK293 Gal4-DAX1 luciferase reporter, luminescence; AID 504766;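 active means inhibition above the mean over all tested compounds plus 3 SD, cut at about 4.2% in these data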;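 further: 0% = DAX1-transfected cells with DMSO and 100% = empty-vector control cells with DMSO; inhibition shows as a rise in luminescence from relieved DAX1 repression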
# Target sequence (P51843 207-470 limits assumed): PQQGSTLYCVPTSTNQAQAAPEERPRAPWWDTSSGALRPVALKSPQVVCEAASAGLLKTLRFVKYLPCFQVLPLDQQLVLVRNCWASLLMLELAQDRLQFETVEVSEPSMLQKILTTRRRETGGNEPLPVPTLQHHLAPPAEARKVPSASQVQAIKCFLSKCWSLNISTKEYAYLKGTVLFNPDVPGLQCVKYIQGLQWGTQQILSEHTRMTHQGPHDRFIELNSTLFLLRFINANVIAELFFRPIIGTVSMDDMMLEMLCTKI
# NPR1 activator: GC-A (human) enzyme activation | HEK293 GC-A cells, cGMP TR-FRET, EC30 ANP; 0% at EC30 ANP, 100% saturating ANP | 370,000 tested, 0.14% active | P16066 | AID 1671463 | activation, % at 10 µM; in the data active means activation above about 40%
# * = called active by the depositor; / = not tested or not shown.
SMILES,HGIII-sPLA2 inh,DAX1 inh-1,NPR2 activator,GAA850 FXN act,hcDAF12 agonist,ssDAF12 agonist,proKLK7 act,hgDAF-12 ag,SMARCA2 act,DAX1 inh-2,NPR1 activator
CCCn1c(=O)[nH]c(=O)c2c(C(=O)OCC)cc(-c3cccs3)nc21,-6,0.3,0,2.8,1.8,-0.9,-108,3.4,-2,-1.0,3
CC(=O)NC12CC3CC(C1)CC(C(=O)NCC(=O)Nc1c(C)cc(C)cc1C)(C3)C2,6,2.6,-2,0.7,-1.6,-1.3,0.2,0.8,-3,0.5,3
Cc1ccc(C(=O)O/N=C(\N)c2cccnc2)cc1[N+](=O)[O-],3,1.3,0,6.7,2.3,-0.2,-0.3,7.3,3,1.2,2
CN(C)S(=O)(=O)c1cccc(C(=O)Nc2n[nH]c(C(F)(F)F)n2)c1,1,-0.1,2,-1.4,3.2,-0.4,0.2,2.8,-4,0.5,2
c1ccc(C2CC(c3cccs3)Nc3nnnn32)cc1 (configuration not stated),-2,-0.6,-7,-0.8,-1.5,-1.3,-0.3,-1.1,0,0.3,-3
O=C1CCN(S(=O)(=O)c2ccccc2)CCN1CCOCc1ccc(C(F)(F)F)cc1,-5,-1.1,3,1.6,-3.6,-1.7,-0.9,-3.5,-3,-0.8,-2
COc1cccc(NC(=S)Nc2ccc(O)cc2)c1,6,0.1,0,-0.4,2.7,-0.6,-0.5,-0.7,-1,-0.6,3
Cc1cc(=O)oc2cc(OCC(=O)N(C)C3CCS(=O)(=O)C3)c(Cl)cc12 (configuration not stated),1,0.2,3,2.7,0.0,-1.1,0.4,1.6,1,0.3,0
O=C(N/C(=C\c1ccccc1)C(=O)N1CCCCC1)c1ccc(Br)o1,-3,-0.7,5,-1.7,-3.9,-1.5,0.2,1.7,-1,-0.4,-1
Clc1ccc(CNc2nnnn2-c2ccccc2)c(Cl)c1,1,-1.0,-13,1.3,-1.8,-1.1,0.2,-1.7,-1,-0.6,1
N#CCSc1n[nH]c2nc3c(c(=O)n12)C1(CCCCC1)Cc1ccccc1-3,4,0.8,0,2.7,-1.0,-0.8,-11,-2.6,-3,0.4,6
CCOP(=O)(OCC)c1nc(-c2ccc(Cl)cc2)oc1NCc1ccccc1,1,-1.0,-6,-1.9,-1.6,-1.5,-2.3,0.3,2,1.7,-7
O=C1C2C3C=CC([C@@H]2C(=O)N1C1CCCCC1)[C@H]1C(=O)N(C2CCCCC2)C(=O)C31 (some centres not stated),4,0.2,5,-2.3,-1.6,-0.8,0.0,-2.0,1,-0.1,10
CCOc1ccc(N2C(=O)C3ON(C)C(c4ccc([N+](=O)[O-])cc4)C3C2=O)cc1 (configuration not stated),0,0.3,-1,1.9,-0.3,-1.8,-0.3,1.2,-3,0.2,1
Cc1[nH]c2ccc(C(=O)N3CCN(c4ccccn4)CC3)cc2c1C,-13,-0.4,5,1.3,3.1,-1.4,1.1,-1.2,2,-0.5,-2
CC(C)(C)[C@@H]1C=C(C(=O)Nc2ccccc2)O[C@H](OCc2ccc(CO)cc2)C1,-6,-0.5,-1,0.3,-1.9,-1.8,0.4,-0.2,-1,1.4,2
O=C(Nc1cccc(NC(=O)c2ccccc2Cl)c1)c1ccc(F)cc1,0,0.1,2,2.3,0.0,-0.9,0.8,5.2,1,-1.3,10
O=C1Nc2ccc(Cl)cc2C(=O)C1(F)c1ccccc1 (configuration not stated),-5,-0.5,-1,1.6,1.1,-0.6,0.3,0.4,-2,/,-1
c1ccc(N2CCCCC2)c(NC2=NCCC2)c1,8,1.0,6,1.9,-0.9,-1.2,-1.1,1.6,-4,-0.3,3
COCc1nnc(NC(=O)c2ccc(S(=O)(=O)N3CCCc4ccccc43)cc2)o1,-11,-1.0,-3,-0.8,-0.2,-1.4,-0.5,1.2,-2,-0.6,3

# One compound at a time, as listed above.
# CC(C)(C)[C@@H]1C=C(C(=O)Nc2ccccc2)O[C@H](OCc2ccc(CO)cc2)C1 is listed with HGIII-sPLA2 inh = -6; DAX1 inh-1 = -0.5; NPR2 activator = -1; GAA850 FXN act = 0.3; hcDAF12 agonist = -1.9; ssDAF12 agonist = -1.8; proKLK7 act = 0.4; hgDAF-12 ag = -0.2; SMARCA2 act = -1; DAX1 inh-2 = 1.4; NPR1 activator = 2
# O=C1C2C3C=CC([C@@H]2C(=O)N1C1CCCCC1)[C@H]1C(=O)N(C2CCCCC2)C(=O)C31 (some centres not stated) is listed with HGIII-sPLA2 inh = 4; DAX1 inh-1 = 0.2; NPR2 activator = 5; GAA850 FXN act = -2.3; hcDAF12 agonist = -1.6; ssDAF12 agonist = -0.8; proKLK7 act = 0.0; hgDAF-12 ag = -2.0; SMARCA2 act = 1; DAX1 inh-2 = -0.1; NPR1 activator = 10

# Further records follow.
SMILES,HGIII-sPLA2 inh,DAX1 inh-1,NPR2 activator,GAA850 FXN act,hcDAF12 agonist,ssDAF12 agonist,proKLK7 act,hgDAF-12 ag,SMARCA2 act,DAX1 inh-2,NPR1 activator
Cn1c(C(=O)N2CCCC(C(=O)N3CCN(C(=O)c4ccco4)CC3)C2)cc2sccc21 (configuration not stated),4,-1.1,1,1.4,-1.2,-0.8,-0.1,-3.4,0,-0.9,-1
Cc1ccc(NC(=O)COC(=O)CCc2nc3ccccc3c(=O)[nH]2)c(Br)c1,5,-0.8,-1,-0.4,-1.6,-0.9,0.5,-1.6,-2,0.9,-1
CCOC(=O)N1CCN(C(=O)C[C@H]2C[C@@]3(C(=O)OC)C(=C[C@H](C4CCCC4)O[C@@H]3C)N(CCC3=CCCCC3)C2=O)CC1,-8,-0.3,-5,/,-1.1,-0.3,0.0,0.7,-2,/,3
COc1ccc(NC(=S)NCCC(c2ccccc2)c2ccccc2)c(OC)c1,-1,-1.7,1,-0.9,-2.5,-1.4,0.4,-3.4,-5,-2.6,-7
Cc1ccccc1OCC(=O)OCC(=O)NC12CC3CC(CC(C3)C1)C2,-7,-1.0,-8,0.8,-1.0,-0.9,0.3,2.0,1,2.6,2
Cc1ccoc1C(=O)NCc1occc1C(=O)O,0,0.0,2,-2.2,0.5,-0.9,-0.9,2.0,-1,2.7,2
O=C(CNC(=O)OCc1ccccc1)NCC(=O)N1CCCC1C(=O)OCc1ccccc1 (configuration not stated),0,0.0,1,-0.8,-1.1,-1.2,-0.3,-0.8,2,-0.5,3
O=C(NCC1CCCO1)c1cccc(Oc2c(Cl)cccc2[N+](=O)[O-])c1 (configuration not stated),-2,-4.7,1,0.2,-2.8,-1.2,0.0,-3.9,-1,-1.2,-1
CCN(CCN1CCCC1)C(=O)c1cc(COc2ccccc2SC)on1,-3,-0.2,2,1.5,3.0,-1.1,0.3,1.1,1,0.7,5
CC(OC(=O)c1cccnc1)C(=O)NCc1ccc2c(c1)OCO2 (configuration not stated),10,0.4,0,2.0,-1.1,-1.3,-0.4,2.3,-1,3.9,-4
CCCS(=O)(=O)N1CCCC(C(=O)NCCN(CC)CC)C1 (configuration not stated),14,0.4,8,-0.2,-0.4,-1.0,-0.7,0.0,-1,1.5,4
CCOc1ccc(N2C(=O)c3cccnc3C2Nc2ccc(C)cc2)cc1 (configuration not stated),-4,-0.1,6,0.0,-1.2,-0.8,-0.5,-0.3,1,0.8,3
O=C(Nc1cccc(Cl)c1)c1ccncc1,2,-0.4,-2,-0.2,-1.7,-1.1,0.6,1.3,-3,-1.9,1
Cc1nn(Cc2ccc(Cl)cc2)c(C)c1NC(=O)c1noc2c1CCc1ccccc1-2,-1,-0.5,-4,-1.0,1.1,-0.2,0.2,0.4,-1,0.5,7
Cc1nc(C(C)N(C)Cc2c(C(=O)N3CCCCC3)nc3c(C)cccn23)c(C)s1 (configuration not stated),8,-0.8,0,1.4,3.7,-0.5,0.2,3.6,0,-0.9,10
COc1ccc(C)cc1NCc1cc(=O)oc2cc(-c3ccccc3)c(O)cc12,4,0.1,-8,4.8,-1.8,-1.2,0.8,5.7,0,-0.2,0
CN(CC(=O)Nc1cccc(Cl)c1)S(=O)(=O)/C=C/c1ccccc1,-24,-1.1,-5,0.3,-1.8,-1.4,0.4,-0.7,-2,-0.1,3
CCN1CCCC1CNC(=O)C(=O)NC (configuration not stated),0,0.9,-5,2.7,-0.2,-1.0,-0.2,-0.2,1,-0.1,1
O=C1COc2ccc(S(=O)(=O)NCCc3ccccc3)cc2N1,-11,0.0,-4,0.4,-1.0,-1.2,-0.2,-0.3,-2,0.4,0
O=C(Nc1ccc(F)cc1)N[C@@H]1C[C@@H]2O[C@H](CO)CC[C@@H]2O[C@@H]1CCc1ccc(C2=CCCC2)cc1,-19,-0.9,-7,/,0.3,-1.7,1.1,0.4,-3,/,7
COc1ccccc1-c1c(C)nn2c(N3CCOCC3)cc(C)nc12,8,0.2,-5,0.7,-1.1,-0.8,-0.5,-0.6,-5,-0.8,-1
COc1ccccc1CCc1nnc(CCC(=O)NCCCOc2cccnc2)o1,3,-0.5,-2,1.1,0.1,-1.1,-0.7,-1.2,-2,0.2,1
CCOc1cc(/C=C/c2cccc[n+]2C)ccc1O,17,-0.5,1,2.3,-0.9,-0.8,5.9,-2.1,1,0.0,-4
COC(=O)C(NC(=O)c1c(C)nn(C)c1Cl)c1ccccc1 (configuration not stated),3,0.1,4,2.9,-0.6,-1.3,-0.6,-3.2,-1,-0.2,-2
COc1ccccc1/C=C/CN1CCN(Cc2ccc(C)o2)C(CCO)C1 (configuration not stated),-10,0.6,2,1.7,1.6,-0.7,0.2,-1.5,-1,0.3,4
CCc1sc(NC(=O)c2cc3ccccc3oc2=O)nc1-c1cccs1,-2,0.0,2,-2.7,0.5,-1.7,-0.3,-2.1,-3,2.4,-2
CCCCNC(=O)C[C@@H]1C[C@@]2(C(=O)OC)CC(C)(C)CC=C2N(Cc2cccc3ccccc23)C1=O,-9,-0.5,4,/,-1.5,-1.3,0.7,-3.8,1,/,-1
COc1ccc(OCC2CNC(=O)O2)cc1 (configuration not stated),-3,-0.4,1,3.9,-0.1,-1.3,-0.1,-0.6,0,1.0,-1
COc1ccc(CNC(=O)c2ccc3ccccc3n2)cc1OC,-1,-0.6,1,1.1,-3.3,-1.6,-0.2,-1.4,-4,-2.3,7
Cc1cccc(S(=O)(=O)NCCNS(=O)(=O)c2cccc(C)c2)c1,-13,-0.4,4,-0.6,0.5,-1.0,-0.4,0.4,-3,-1.4,-3
CCOc1ccc(NC(=O)CN(C)C(=O)c2cn3ccccc3n2)cc1OCC,9,0.3,-5,1.0,-0.8,-0.3,0.1,-0.3,0,1.9,1
COc1ccccc1N1CCN(C(=O)c2onc(C)c2Cl)CC1,1,-0.6,0,-1.2,0.6,-1.3,-0.1,-0.5,-2,0.8,-1
COc1ccc2sc(NC(=O)c3ccco3)nc2c1,14,6.2*,-5,-3.7,4.3,-0.3,0.6,10,2,-2.1,-7
Cc1ccsc1/C=N/n1c(-c2ccccn2)n[nH]c1=S,-6,0.3,-9,0.3,5.7*,-1.3,-0.2,-0.3,-2,-0.7,2
CCOC(=O)CNC(=O)c1nn(-c2ccc(OCC)cc2)c(=O)c2ccccc12,-5,-0.8,0,1.0,-2.8,-1.1,0.7,-3.9,-1,-0.2,1

# The order is random; 6.7% or so of the library scored in one or more.
